Screens: PubChem, National Center for Advancing Translational Sciences (NCATS)
Pol kappa inh: blocks human DNA polymerase kappa activity | purified Pol kappa, fluorescent DNA synthesis assay, 10 min | Potency, µM (titrated, usually from 107 µM), without a hit: top-dose activity, negative = inhibition, actives largely listed as inhibitors | actives 0.53% (n = 400,000) | AID 588579; also: potency is read from the fitted curve at half-maximal effect; % is scaled to controls: 0 for no effect and ±100 for the full control effect
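Here, compound and 10 nM enzyme are combined for 15 min at room temperature; adding 50 nM substrate (final) starts DNA synthesis, tracked by fluorescence at 0 and 10 min against buffer-only wells.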
12-LOX inh: ALOX12 (human) lipoxygenase inhibition; P18054; purified 12hLO, xylenol orange hydroperoxide absorbance; Potency, µM (series often up to 108 µM), for the others: at the top dose activity change, negative = inhibition, hits mostly inhibitors; actives 1.1% (n = 580,000); AID 1671190; also: potency is read from the fitted curve at half-maximal effect; % is scaled to controls: 0 for no effect and ±100 for the full control effect
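Purified human 12hLO at 150 nM in 25 mM Hepes, 0.01% Triton X-100, pH 7.0, preincubated 15 min at room temperature with compound. Reaction started with 40 uM arachidonic acid, 30 min at room temperature. Hydroperoxide measured by Fe-xylenol orange, 573/405 nm absorbance ratio.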
Pol beta inh: blocks human DNA polymerase beta activity; P06746; Potency, µM (highest dose often 114 µM), for the others: at the highest dose activity change, negative = inhibition, usual class: inhibitors; Pol beta primer extension/strand displacement, fluorescence kinetic; actives 1.3% (n = 340,000); AID 485314; also: potency is read from the fitted curve at half-maximal effect; % is scaled to controls: 0 for no effect and ±100 for the full control effect
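Values derive from four-parameter Hill fits of normalized kinetic data: reads at 0 and 10 min following addition of 50 nM substrate to 10 nM Pol beta preincubated 15 min with compound.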
APEX1 inh: APE1 (human) endonuclease inhibition. AID 2517. recombinant APE1, TAMRA/BHQ-2 abasic DNA cleavage fluorescence. actives 0.35% (n = 350,000). P27695. Potency, µM (series often up to 65.8 µM), for the others: at the top dose activity change, negative = inhibition, actives largely listed as inhibitors;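 also: potency is read from the fitted curve at half-maximal effect; plate controls were vehicle for no effect and reference inhibitor for full effect; nearly all actives have a fitted effect of over 55% in size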
Target sequence (P27695 whole entry, looked up): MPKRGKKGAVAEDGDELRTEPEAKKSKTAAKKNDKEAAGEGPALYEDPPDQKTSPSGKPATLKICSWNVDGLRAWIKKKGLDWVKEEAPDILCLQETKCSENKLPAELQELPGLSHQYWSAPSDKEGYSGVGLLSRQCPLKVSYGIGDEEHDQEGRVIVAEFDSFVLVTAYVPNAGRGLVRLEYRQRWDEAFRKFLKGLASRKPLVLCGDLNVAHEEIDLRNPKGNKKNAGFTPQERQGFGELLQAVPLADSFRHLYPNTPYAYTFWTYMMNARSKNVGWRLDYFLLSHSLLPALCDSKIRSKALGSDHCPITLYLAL
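Substrate: short duplex with […] THF abasic site, 5'-TAMRA and 3'-BHQ-2, 50 nM final. APE1 at 0.75 nM, preincubated 15 min RT with compound. Fluorescence increase from first to third read measured activity.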
Anesthetic bind: candidate novel general anesthetic via apoferritin binding. P02791. apoferritin/1-aminoanthracene competitive binding, fluorescence. Potency, µM (top dose mostly 77.5 µM), without a hit: at the highest dose activity change, negative = displacement, actives largely listed as inhibitors. actives 0.074% (n = 350,000). AID 485281; also: potency is read from the fitted curve at half-maximal effect; % is scaled to controls: 0 for no effect and ±100 for the full control effect; nearly all actives have a fitted effect of over 20% in size
Target sequence (P02791 2-175 limits assumed): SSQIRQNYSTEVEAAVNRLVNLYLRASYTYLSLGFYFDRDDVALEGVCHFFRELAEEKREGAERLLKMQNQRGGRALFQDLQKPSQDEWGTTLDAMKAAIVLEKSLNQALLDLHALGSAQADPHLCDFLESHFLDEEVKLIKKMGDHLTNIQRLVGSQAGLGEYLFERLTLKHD
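Apoferritin-based anesthetic binding model; compound displacement of fluorescent 1-AMA measured as endpoint fluorescence after 10 minutes at room temperature, scaled to free-ligand and complex controls.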
RGS4 inh: blocks human RGS4-accelerated GTP hydrolysis. AID 504845. Potency, µM (titrated, usually from 114 µM), for inactives: at the top dose activity change, negative = inhibition, usual class: inhibitors. Transcreener GDP fluorescence polarization, RGS4-accelerated GTP hydrolysis. actives 0.039% (n = 390,000). P49798; also: potency is read from the fitted curve at half-maximal effect; % is scaled to controls: 0 for no effect and ±100 for the full control effect; nearly all actives have a fitted effect of over 75% in size; some results filed as inactive show a strong effect at the top dose
Target sequence (P49798 whole entry, looked up): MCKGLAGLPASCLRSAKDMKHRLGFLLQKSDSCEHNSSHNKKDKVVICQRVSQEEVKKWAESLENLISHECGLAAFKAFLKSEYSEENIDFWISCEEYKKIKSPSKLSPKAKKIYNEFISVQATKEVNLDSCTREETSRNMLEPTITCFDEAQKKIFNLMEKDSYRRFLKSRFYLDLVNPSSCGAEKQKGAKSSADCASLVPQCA
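MLSMR compounds (23 nl, pin-transferred) preincubated 10 min at room temperature with a 500nM (2x) first reagent, then RGS4 at 900nM (2x) plus Transcreener GDP mix added; fluorescence polarization (620/688 nm) read before and after 90 min at 30 °C.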
LDHA inh: LDHA (human) enzyme inhibition. P00338. purified LDHA, NADH/diaphorase-resazurin fluorescence; hits give low values. activity change, % (values are at about 110 or 230 µM). actives 0.15% (n = 480,000). AID 1347041; in the data active = activity change below about -30%; inconclusive = mostly about -25% to -30%;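 also: plate controls were DMSO wells for no effect and wells without enzyme for full effect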
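Human LDH5 (2 nM) was incubated with 0.06 mM NADH and 0.2 mM pyruvate for 5 min at room temperature in Tris pH 7.4. Remaining NADH was coupled through diaphorase/resazurin, and resorufin fluorescence was read at 0 and 20 min.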
ERG Ets-DNA blk: inhibitors of human ERG Ets domain-DNA interaction; P11308; fluorescence polarization, His-ERG Ets domain / labelled DNA; Potency, µM (titrated, usually from 76.9 µM), without a hit: top-dose FP activity, negative = inhibition, actives largely listed as inhibitors; actives 0.028% (n = 370,000); AID 624246; active = well fitted inhibition curve with a large enough effect in the polarisation, with a control signal flat; inconclusive = small, poorly fitted or top-dose-only effect, or effect the other way, or a change in a side signal; inactive = no such curve, though single readings can be large or run the other way; the % refers to the polarisation;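 also: polarization taken with two DNA probes labelled with fluorescein and Texas red; potency is read from the fitted curve at half-maximal effect; % of control where 0% means no effect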
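His-tagged ERG Ets domain (1 uM in the protein solution; 300mM KCl, 50mM Tris-HCl, 1mM EDTA, 1mM DTT, pH 7.5) received compound, then a probe mix of 5 nM fluorescein-DNA and 100nM Texas-615-DNA. Fluorescence polarization was read for both dyes.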
POLH inh: blocks human DNA polymerase eta activity | Q9Y253 | recombinant Pol eta, fluorescent DNA replication assay | Potency, µM (titrated, usually from 114 µM), for inactives: at the top dose activity change, negative = inhibition, usual class: inhibitors | actives 1.2% (n = 390,000); also: potency is read from the fitted curve at half-maximal effect; % is scaled to controls: 0 for no effect and ±100 for the full control effect
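Fluorescent replication assay: 50 nM final substrate added after a 15 min room-temperature compound preincubation with 10 nM enzyme. Signal taken at 0 min and again at 10 min.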
Active calls of the source: *; ? = inconclusive; . = no result given; & = joins results of further samples; [ ] = remark or other dose. Unless noted, calls follow the shape of the dose curve; as a rule, active = well fitted curve in the direction sought with a large enough effect; inconclusive = small, poorly fitted or top-dose-only effect, or another doubt; inactive = no such curve, though single readings can be large; an effect the other way counts as inactive or inconclusive. An excerpt, so the mix of outcomes need not match the whole.

Results follow in this order: Pol kappa inh	12-LOX inh	Pol beta inh	APEX1 inh	Anesthetic bind	RGS4 inh	LDHA inh	ERG Ets-DNA blk	POLH inh
(1) OC(CCN1CCC2CCC(C2)C1)c1ccc(Br)cc1 (centres undefined)
 : -16%	?	.	.	.	-8%	-3	18%	-2%
(2) CCC(Oc1ccccc1)C(=O)Nc1ccc(S(=O)(=O)Nc2cc(C)on2)cc1 (centres undefined)
 : -3%	?	1%	47%	-3%	-27%	-1	1%	-7%
(3) CC(C)N(CC#CCC(O)(c1ccccc1)C1CCCC1)CCO (centres undefined)
 : 2%	?	-17%	-1%	-10%	-36%	-1	-4%	-14%
(4) O=c1[nH]c2cc(Cl)c(Cl)cc2[nH]c1=O
 : -13%[60.1 µM]	-23%	13%[57.1 µM]	-10%&-8%&-7%	-6%	12%[56.9 µM]	.	.	-3%[57.1 µM]
(5) CCOC(=O)C1CCN(S(=O)(=O)CCNC(=O)c2ccccc2)CC1
 : 11%	17%	.	-3%	.	1%	-4	-6%	-14%
(6) CCCCn1c(N)c(N(CCC(C)C)C(=O)COC(=O)c2ccc(CC)cc2)c(=O)[nH]c1=O
 : -9%	?	.	3%	.	-7%	-5	4%	0%
(7) C=CCNC(=O)c1ccccc1NS(=O)(=O)c1ccc(OC)c(C(=O)N2CCOCC2)c1
 : 3%	-6%	21%	8%	6%	-1%	-12	3%	-4%
(8) Cc1nc(NC(=O)CSc2cc(C)c3ccccc3n2)c(Cl)cc1Cl
 : -10%	-17%	3%[57.1 µM]	1%	-2%	-23%	-9	1%	-3%
(9) O=C(O)CSCc1nc2cccnc2n1C1CCCCC1
 : -12%	5%	-24%	35%	1%	30%	1	-7%	-19%
(10) CCOC(=O)c1cccc(NC(=O)Cn2nc3c(cc2=O)CCCC3)c1
 : 5%[60.1 µM]	-4%	36%	.	-5%	14%	-9	-2%	-7%
(11) CCn1cc(C(=O)NCCC(C)C)c(=O)c2cc(F)c(N3CCN(C(=O)c4ccco4)CC3)cc21
 : -13%	-26%	25%	-14%	-3%	-42%	-4	-1%	-19%
(12) CC/C(C)=C1\SC(N2CCOCC2)=NC1=O
 : -12%	3%	19%	0%	-2%	-8%	-7	-1%	-6%
(13) Cc1ccc(NS(=O)(=O)c2ccc(Cl)s2)cc1S(=O)(=O)N(C)C
 : -8%	?	12%	2%	-18%	10%	-12	1%	-10%
(14) COc1ccccc1Nc1nc(N)nc(CN(C)C2CCCCC2)n1
 : 0%	-17%	-4%	3%	-10%	7%	3	9%	-14%
(15) O=C(COc1ccc([N+](=O)[O-])cc1Cl)NCCN1C(=O)CSC1=O
 : 1%	?	.	4%	.	0%	-14	-5%	8%
(16) COCCN1C(=O)C(=O)/C(=C(/O)c2ccc(S(=O)(=O)N3CCOCC3)cc2)C1c1cccc(O)c1 (centres undefined)
 : 2%	?	2%	-8%	5%	-13%[56.9 µM]	-3	1%	-17%
(17) CCN1CCN(C(=O)CN2C(=O)c3cccc4cccc2c34)CC1
 : -1%	15%	-30%	1%	43%[activator]	-7%	-1	-3%	-6%
(18) C/C(=N\NC(=O)Cc1c(C)[nH][nH]c1=O)c1ccc(Cl)c(Cl)c1
 : 3%	7%	-10%	4%	-7%	-8%	-3	6%	-19%
(19) COc1ccc(N2CCN(C(=O)CNC(=O)Cn3cnc4sc(C)c(C)c4c3=O)CC2)cc1
 : -5%	2%	16%	-3%	10%	14%	-4	5%	-4%
(20) CCOC(=O)c1ccc(NC(=O)CN(c2ccc(C)cc2)S(=O)(=O)c2c(C)n[nH]c2C)cc1
 : -11%	0%	10%	-6%	-20%	-2%	-1	-1%	4%
(21) Cc1ccccc1NC(=O)c1ccc(COc2ccc3c(C)cc(=O)oc3c2)cc1
 : 6%	-2%	0%	4%	-2%	19%[11.4 µM]	-1	8%	21%
(22) CCCCN(C(=O)NC(=O)Nc1ccccc1OC)S(C)(=O)=O
 : -2%	9%	20%	-2%	-12%	35%	2	.	10%
(23) O=C(NC(=S)Nc1nc(-c2ccc(Br)cc2)cs1)c1cccnc1
 : -4%	7%	3%	0%	-12%	-35%	-10	7%	-12%
(24) CCNC(=O)N(CC)C[C@H]1N[C@@](CC)(C(=O)OC)[C@H]2C(=O)N(Cc3ccccc3)C(=O)[C@@H]12
 : -4%	-14%	.	2%	.	17%	-3	-2%	-14%
(25) COc1ccc(CSc2nnc(SCc3ccc([N+](=O)[O-])cc3)s2)cc1
 : 0%	11%	13%	-3%	-13%	-16%	-5	-5%	1%
(26) Cc1ccc(S(=O)(=O)N2CCN(S(=O)(=O)N3CCCCC3)CC2)cc1
 : -3%	0%	1%	2%	-1%	-7%	-2	4%	7%
(27) CC(=O)N1CCc2cc(S(=O)(=O)CCC(=O)N3CCC(C)CC3)ccc21
 : 0%	0%	1%	-18%	6%	10%[11.4 µM]	-6	-3%	-21%
(28) COc1ccc(NC(=O)c2cc(-c3ccccc3)nc3c2cnn3C(C)C)cc1
 : 3%	182%[activator]	.	-8%	.	?	0	-21%	-25%
(29) CC(Oc1ccccc1Cl)C(=O)Nc1ccc(S(=O)(=O)N2CCOCC2)cc1 (centres undefined)
 : 4%	?	.	.	.	6%	-4	-5%	-18%
(30) CCOc1ccc(S(=O)(=O)NCc2ccccn2)cc1
 : -8%	1%	3%	-3%	-10%	-17%	-4	.	-9%
(31) CC(=O)c1ccc(NC(=S)Nc2cccc(S(=O)(=O)Nc3c(C)n(C)n(-c4ccccc4)c3=O)c2)cc1
 : -1%	-11%	-2%	-8%	-4%	-12%	-8	-6%	-21%
(32) Cc1ccc(-n2c(=S)sc3c(=O)n(-c4ccccc4C)c(SCC(=O)O)nc32)cc1C
 : -2%	?	-1%	-6%	0%	-7%	-8	2%	-6%
(33) COc1ccc(CN2C(=O)CSC2c2ccncc2)cc1 (centres undefined)
 : -10%	-3%	50%	14%	-3%	-33%	-1	11%[15.4 µM]	-13%
(34) CC(=O)Nc1ccc(S(=O)(=O)Nc2nc3ccccc3nc2Nc2ccc(O)cc2)cc1
 : 2%	1%	5%	2%	-14%	29%	1	9%	-11%
(35) Cc1ccc(NC(=O)CC2CCCC2)c(Br)c1
 : -16%	-9%	19%	14%	?	-6%	-7	-16%	-14%
(36) O=C(COc1ccccc1Br)NCCC1=CCCCC1
 : -10%	-17%	.	-22%	.	3%	4	-2%	-13%
(37) COc1ccc(NC(=S)Nc2cccc3cnccc23)cc1
 : -24%	?	20%	-2%	5%	-51%	16	7%	-18%
(38) COc1ccc(NC(=O)CSc2nc3nc(C)cc(C)n3n2)cc1OC
 : -3%[60.1 µM]	3%	20%	.	-10%	1%	6	4%	-24%
(39) CCNC(=O)COc1ccc(Br)cc1Cl
 : -5%	-8%	-2%	1%	-7%	18%	-10	0%	4%
(40) O=C(CCC(=O)N(CC(=O)NC1CCCCC1)Cc1ccco1)Nc1nccs1
 : -7%	0%	11%	-5%	-10%	9%	-2	-8%	-8%
(41) Cc1ccc(CS(=O)(=O)c2ccc(C(=O)N3CCCCC3)cc2[N+](=O)[O-])cc1
 : -1%	97%[activator]	33%	-12%	-17%	-13%	1	10%	-6%
(42) COc1ccc(CN2C(=O)C(CC(C)C)Nc3ncnc(N4CCCCC4)c32)cc1 (centres undefined)
 : -1%	-4%	.	20%	.	17%	-1	2%	-12%
(43) CCOC(=O)c1cnc2c(-c3ccccc3)c(-c3ccccc3)nn2c1C
 : -2%	-16%	30%	-12%	-11%	-14%	-3	6%	-18%
(44) Fc1ccccc1NC(=S)N1CCN(Cc2ccccc2)CC1
 : -7%	11%	-15%	4%	-8%	5%	-9	1%	-18%
(45) COc1ccc(NC(=O)CSc2nc3nc(C)cc(C)c3c(=O)[nH]2)cc1
 : -22%	-19%	1%	-7%	1%	-8%	-5	-2%	3%
(46) Cc1noc(NS(=O)(=O)c2ccc(NC(=O)CSc3nc4c(cc3C#N)CCC4)cc2)c1C
 : 1%	-17%	23%	-2%	-10%	?	-2	8%	1%
(47) O=C(CO/N=C/c1ccc(OC(F)F)cc1)NC1CCCCC1
 : -3%	-3%	3%	-5%	?	-36%[56.9 µM]	-2	12%	-5%
(48) O=C(c1ccc(S(=O)(=O)Cc2cc(F)ccc2F)c([N+](=O)[O-])c1)N1CCCCC1
 : -8%	-20%	?	3%	-6%	-19%	-13	.	-5%
(49) CCOc1ccc(C(=O)NCC(=O)N2CCN(Cc3ccccc3)CC2)cc1
 : -5%	0%	.	23%	.	-25%	0	2%	0%
(50) O=C(c1ccc2c(=O)n(Cc3ccc4c(c3)OCO4)c(=S)[nH]c2c1)N1CCCCC1
 : 9%	3%	59%	0%	-8%	-14%	0	-3%	-3%

Rewritten in transposed form: part of the list above
47: O=C(CO/N=C/c1ccc(OC(F)F)cc1)NC1CCCCC1
48: O=C(c1ccc(S(=O)(=O)Cc2cc(F)ccc2F)c([N+](=O)[O-])c1)N1CCCCC1
assay / entry	47	48
Pol kappa inh	-3%	-8%
12-LOX inh	-3%	-20%
Pol beta inh	3%	?
APEX1 inh	-5%	3%
Anesthetic bind	?	-6%
RGS4 inh	-36%[56.9 µM]	-19%
LDHA inh	-2	-13
ERG Ets-DNA blk	12%	.
POLH inh	-5%	-5%
